# GRK2 aptamer HTS – inhibitors of human GRK2 displacing RNA aptamer. actives 0.59% (n = 330,000). bead flow cytometry, FAM-aptamer displacement from GRK2. inhibition of aptamer binding, % at 10 µM. P25098;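 active means inhibition of aptamer binding above 40%, roughly 3 SD of noise, on plates passing a quality check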;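 further: median bead fluorescence of bound FAM aptamer so fluorescent compounds give negative values; no value below 0 was filed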
# GLD-1 TGE inh – GLD-1-TGE RNA interaction inhibition (C. elegans); Q17339; purified GLD-1 + fluorescein TGE RNA, fluorescence polarization; inhibition, % at 5.96 µM; actives 0.44% (n = 320,000); AID 2280;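 active means percent inhibition above a per-plate cutoff, the plate mean of test compounds plus 3 SD, cut at about 30% in these data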;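 further: 0% = DMSO wells with GLD-1 and probe and 100% = wells lacking GLD-1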
# Fam108B counter – blocks mouse Fam108B hydrolase in RBBP9 counter-screen; recombinant Fam108B, FP-Rh probe fluorescence polarization; inhibition, % at 9.51 µM; actives 0.33% (n = 300,000); AID 1947;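 active means inhibition above the screen mean inhibition plus 3 SD, computed separately per campaign, cut at about 18% in these data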;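 further: inhibitors lower polarization as less probe binds the enzyme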
# MEX-5 binding – C. elegans MEX-5 TCR-2 RNA binding activity. MEX-5/FITC-TCR2 RNA binding, fluorescence polarization; stronger effect = lower value. actives 0.38% (n = 300,000). activity score (negative = inhibition of binding), % at 10 µM. Q9XUB2;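 active means inhibition past about -25% in most replicates, and total fluorescence under double the plate's negative control median, limit read from the data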;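 further: 0% = DMSO and -100% = 5 µM competing unlabeled TCR2 RNA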
# Target sequence (Q9XUB2 whole entry, looked up): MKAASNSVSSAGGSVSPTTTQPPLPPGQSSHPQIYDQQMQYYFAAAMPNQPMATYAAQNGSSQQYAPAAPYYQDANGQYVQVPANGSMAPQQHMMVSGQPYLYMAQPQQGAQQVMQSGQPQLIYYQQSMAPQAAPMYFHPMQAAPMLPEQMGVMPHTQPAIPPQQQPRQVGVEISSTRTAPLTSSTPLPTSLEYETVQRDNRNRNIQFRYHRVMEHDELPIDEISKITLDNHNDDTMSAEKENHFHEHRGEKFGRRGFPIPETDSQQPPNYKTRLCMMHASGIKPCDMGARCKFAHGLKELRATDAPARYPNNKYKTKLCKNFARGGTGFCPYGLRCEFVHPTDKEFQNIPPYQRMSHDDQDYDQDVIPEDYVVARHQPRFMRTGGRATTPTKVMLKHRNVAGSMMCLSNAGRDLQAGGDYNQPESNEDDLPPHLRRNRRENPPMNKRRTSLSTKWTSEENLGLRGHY
# PME-1 primary – blocks human protein phosphatase methylesterase 1; actives 0.53% (n = 320,000); recombinant PME-1, FP-Rh probe fluorescence polarization; AID 2130; inhibition, % at 5.9 µM;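 active means inhibition above the campaign mean of all compounds plus 3 SD, cut at about 26% in these data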;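 further: competitive labeling of PME-1 active site by serine hydrolase directed probe; 0% = PME-1 with DMSO and 100% = wells lacking PME-1 enzyme; inhibitors block probe labeling so polarization falls and inhibition rises; many of its hits are not listed in these tables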
# Target sequence (Q9Y570 whole entry, looked up): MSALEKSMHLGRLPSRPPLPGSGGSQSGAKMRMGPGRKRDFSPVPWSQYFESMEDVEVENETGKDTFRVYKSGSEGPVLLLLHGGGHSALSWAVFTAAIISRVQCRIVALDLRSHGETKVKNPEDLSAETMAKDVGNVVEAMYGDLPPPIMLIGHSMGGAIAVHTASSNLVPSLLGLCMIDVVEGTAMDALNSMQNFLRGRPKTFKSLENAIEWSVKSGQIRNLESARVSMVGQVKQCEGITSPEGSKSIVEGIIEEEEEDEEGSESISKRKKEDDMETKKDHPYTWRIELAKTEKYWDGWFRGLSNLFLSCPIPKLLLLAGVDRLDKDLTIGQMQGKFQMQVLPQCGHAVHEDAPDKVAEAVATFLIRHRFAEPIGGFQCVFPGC
# VLA-4 inh – inhibition in a human VLA-4 binding assay | VLA-4 expressing cells, ligand binding flow cytometry | inhibition, % (about 7 µM as worked out from the volumes in the protocol) | actives 0.2% (n = 330,000); in the data active means inhibition above about 50%
# MCL1-BIM inh – MCL1-BIM-BH3 interaction inhibition (human); Q07820; GST-MCL1 / FITC-Bim-BH3 fluorescence polarization; inhibition, % at 10.9 µM; actives 0.68% (n = 320,000);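 active means inhibition above the mean inhibition of all tested compounds plus 3 SD, set per campaign, cut at about 40% in these data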;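 further: 0% = DMSO wells and 100% = unlabeled Bim-BH3 peptide control; higher means more loss of mP so more displacement of Bim peptide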
# BCLXL inh – inhibitors of human Bcl-xL; Q07817; GST-Bcl-xL / FITC-Bim BH3 peptide fluorescence polarization; inhibition, % at 10.9 µM; actives 0.7% (n = 320,000);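 active means inhibition above the mean of all tested compounds plus 3 SD, cutoff set per campaign, cut at about 30% in these data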;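 further: 0% = DMSO wells and 100% = unlabeled Bim-BH3 peptide competitor; inhibitors lower millipolarization by displacing the labeled peptide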
# Target sequence (Q07817 whole entry, looked up): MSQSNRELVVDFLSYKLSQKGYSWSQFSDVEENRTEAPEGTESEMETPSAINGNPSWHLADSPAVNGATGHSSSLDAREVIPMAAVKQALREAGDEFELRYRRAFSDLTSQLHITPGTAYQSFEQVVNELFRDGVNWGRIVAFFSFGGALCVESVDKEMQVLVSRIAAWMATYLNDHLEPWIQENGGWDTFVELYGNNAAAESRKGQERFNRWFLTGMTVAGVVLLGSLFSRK
# Efflux pump inh – antifungal efflux pump inhibition, Nile Red retention; inhibition, % at 10 µM; AID 485275; actives 0.44% (n = 330,000); S. cerevisiae Candida pump triplex;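 active means plate passing quality check with inhibition over a set limit, or well fluorescence over plate mean plus 4 SD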;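 further: Nile Red retained in pooled yeast measured as flow cytometry median fluorescence; 0% = buffer negative control and 100% = Enniatin B positive control; higher means more Nile Red kept so more efflux inhibition; some compounds called inactive have numbers as strong as hits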
# * marks the source's active call; other numbers are inactive results; . = no result given. Only part of the results is shown; the hit share may differ from the screen's.
Structure	MCL1-BIM inh	BCLXL inh	Efflux pump inh	VLA-4 inh	MEX-5 binding	PME-1 primary	GRK2 aptamer HTS	Fam108B counter	GLD-1 TGE inh
CCOC(=O)Nc1cccc(OCC(=O)Nc2ccc3c(c2)CCC3)c1	.	.	0.3	-15.5	.	.	0.0	.	5.0
Cc1ccc(NC2=NCCCCC2)cc1C	3.5	3.7	-0.1	17.1	0.4	-1.7	0.0	-0.9	8.6
Cc1cc(C)c2nc(N(CCN(C)C)C(=O)/C=C/c3cccs3)sc2c1	2.6	-1.5	0.3	29.3	-2.8	-1.6	1.0	-6.3	3.0
CCCN(CCC)CCN1C(=O)C2C(C(=O)Nc3ccc(C)cc3)C3C=CC2(O3)C1C(=O)NC1CCCCC1 (stereo unspecified)	0.4	-2.5	-0.1	4.9	2.6	-2.4	0.0	-3.6	-1.7
CCOC(=O)C1CCN(S(=O)(=O)c2ccc3[nH]c(=O)oc3c2)CC1	1.1	1.9	0.0	-13.7	3.0	-0.7	2.0	4.5	-1.0
Cc1ccc(NC(=O)C(C)OC(=O)Cn2cnc3ccccc3c2=O)cc1 (stereo unspecified)	2.5	-7.3	0.1	4.2	-1.2	1.4	1.0	-1.5	2.1
COc1ccc(Br)c(C(=O)N2CCN(S(=O)(=O)c3cccs3)CC2)c1	1.4	6.0	-0.1	0.2	1.8	3.6	0.0	0.1	-2.5
CC(C)c1ccc(NC(=O)C(c2ccc3c(c2)OCO3)N2CCCCC2)cc1 (stereo unspecified)	2.6	-1.4	0.0	21.8	0.1	-8.2	0.0	-3.1	0.6
Cc1c(-c2ccccc2)[n+](=O)c2c(n1[O-])CCC2	-5.0	3.8	-0.1	1.6	0.3	3.4	1.0	3.9	3.2
CCCCC(=O)Nc1nn(CCC)c2nc3ccccc3cc12	-9.8	5.9	0.1	3.9	0.2	2.2	0.0	0.9	3.4
Cc1ccc(NC(=O)CCNC(=O)c2ccco2)cc1	7.6	0.3	0.1	0.3	-1.1	-2.3	20.0	-1.4	7.5
CCCCOc1ncnc2c1[nH]c1ccccc12	-5.9	5.2	-0.1	6.3	0.3	2.2	0.0	2.0	0.3
Cc1cc(C(=O)NCCCN2CCN(c3cc(Cl)ccc3C)CC2)n(-c2ccccc2)n1	3.8	3.0	0.0	-2.5	0.4	-6.0	0.0	4.4	-2.9
CCN1CCCC1CNC(=O)C(=O)NCc1ccccc1 (stereo unspecified)	1.6	4.2	-0.1	10.8	1.4	-3.6	0.0	-5.1	-2.5
c1cc[n+](CCC[n+]2ccccc2)cc1	-16.9	-9.7	-0.1	5.2	-1.3	3.6	1.0	1.0	-7.0
CN(C(=O)COc1cccc(Br)c1)C1CCS(=O)(=O)C1 (stereo unspecified)	4.7	7.2	0.0	-8.4	1.7	0.5	0.0	-5.2	3.3
CCOC(=O)C1=C(C)NC(=O)CC1c1ccccc1 (stereo unspecified)	-11.2	3.3	0.0	8.2	-1.8	4.0	1.0	-2.7	-1.3
O=C(Nc1ccc2c(c1)OCCO2)C1CCN(S(=O)(=O)c2ccc(Br)s2)CC1	5.2	7.3	0.2	0.2	0.2	9.5	1.0	2.1	-4.4
C=CCN1CCN(C(CCC)c2nnnn2Cc2ccco2)CC1 (stereo unspecified)	-0.6	5.3	0.2	13.9	-1.9	-2.4	0.0	-2.0	0.1
Cc1nonc1C(=O)N1CCCC(N2CCN(c3ccc(F)cc3)CC2)C1 (stereo unspecified)	.	.	-0.1	23.6	1.0	.	0.0	.	.
COc1ccc(Nc2nc(-c3sc(N)nc3C)cs2)cc1	-0.7	6.0	0.1	-5.7	0.8	18.6	0.0	11.8	-2.3
CC(C)COc1cccc(C(=O)N2CCN(C(=O)c3ccco3)CC2)c1	6.7	5.8	0.1	4.5	.	2.9	4.0	.	-1.8
Cc1ccc(OCc2cc(C(=O)N(C)CCn3ccnc3C)no2)cc1C	6.5	6.2	-0.5	2.3	-1.4	5.5	4.0	1.6	5.8
CCCn1nnc(NC(=S)NC(=O)C(C)(C)C)n1	11.3	8.4	0.1	13.5	0.6	0.8	0.0	3.3	0.2
CCCCn1c(SCC(=O)OCC)nnc1-c1ccoc1C	2.4	1.2	0.5	-0.4	-1.2	5.3	0.0	2.4	-2.6
COC(=O)c1ccc(OC(C)C(=O)c2ccc(C)cc2)cc1 (stereo unspecified)	-0.2	1.9	0.0	2.5	-2.4	-3.9	0.0	-1.9	1.4
CCN(CC)c1ccc(NC(=O)COc2ccc(C)cc2)cc1	0.0	-2.6	0.0	20.9	-0.6	-6.6	0.0	5.5	11.3
COCCCn1c(SCC(=O)N2CCOCC2)nc2ccccc2c1=O	4.7	2.4	0.1	0.7	2.3	0.9	1.0	1.0	-1.4
CN1CCC(N(C)C(=O)CCc2nc3ccccc3c(=O)[nH]2)CC1	4.7	9.1	-0.1	4.6	-1.4	3.0	2.0	5.6	12.0
CCOC(=O)c1sc(=S)n(C)c1NC(=O)c1cccc(Br)c1	9.6	2.4	0.2	-4.7	0.6	1.1	0.0	3.9	5.5

# More entries:
Structure	MCL1-BIM inh	BCLXL inh	Efflux pump inh	VLA-4 inh	MEX-5 binding	PME-1 primary	GRK2 aptamer HTS	Fam108B counter	GLD-1 TGE inh
Cc1cc(NC(=O)c2ccc(Br)cc2)nc(C)n1	-1.0	0.1	0.0	-10.1	-0.2	-7.4	2.0	0.3	-0.2
CC(C(=O)Nc1ccccc1)N(C)Cc1cccs1 (stereo unspecified)	4.8	4.8	-0.1	-4.8	-1.1	4.4	0.0	2.3	2.6
CCNS(=O)(=O)c1ccc(NC(=O)c2ccc(Cn3cc([N+](=O)[O-])cn3)o2)cc1	5.7	7.2	-0.4	-0.2	1.7	-0.6	0.0	5.1	9.9
COc1cc(CN2CCCN(C)CC2)cc([N+](=O)[O-])c1O	0.0	3.9	0.1	17.4	-0.8	-6.3	0.0	-0.3	1.0
O=C(Nc1ccccc1-c1ccccc1)c1ccco1	5.3	-1.1	0.0	0.2	-1.3	-8.2	0.0	2.4	6.3
COc1cc(S(=O)(=O)NCC2OCCc3ccccc32)ccc1-n1cnnn1 (stereo unspecified)	0.0	-1.3	0.1	-2.3	-1.4	5.2	0.0	-0.8	13.3
COC(=O)c1cc(NC(=O)C2CC(=O)NC(=NCc3ccc(OC)cc3)S2)cc(C(=O)OC)c1 (stereo unspecified)	-1.9	1.4	0.0	5.3	1.6	-2.5	2.0	-2.7	2.5
CCC1Nc2ncnc(N3CCCCC3)c2N(Cc2ccc(OC)cc2)C1=O (stereo unspecified)	.	.	-0.4	-12.1	.	.	7.0	.	2.7
O=C(CCc1ccccc1)NCc1cccnc1	-0.5	0.2	-0.1	-4.6	-5.3	-0.6	1.0	2.3	4.3
Cc1onc(-c2ccccc2)c1C(=O)NCc1ccc(F)cc1	6.3	2.2	0.1	3.8	1.9	-3.6	1.0	-2.4	3.5
COc1ccccc1Cn1c(-c2ccco2)nc2nc3ccccc3nc21	0.3	17.7	-0.1	-45.8	-14.4	0.5	2.0	2.2	-7.9
CCCCN(C)CCNC(=O)C1CCN(S(=O)(=O)c2cccc3nsnc23)CC1	-4.9	-2.9	-0.1	1.1	-1.3	0.6	5.0	1.5	-2.3
CCOC(=O)c1ccc(N2C(=O)C3ON(c4ccccc4)C(c4ccco4)C3C2=O)cc1 (stereo unspecified)	0.6	1.2	0.0	-0.8	6.0	2.0	0.0	1.4	0.7
NC(=O)c1ccccc1	2.7	4.8	-0.2	15.4	-0.5	-2.7	0.0	0.1	1.9
CCc1nnc(NC(=O)CSc2ccc(-c3cccs3)nn2)s1	5.5	4.7	0.1	11.3	1.9	-0.8	0.0	-1.4	3.4
CCC(C)N(C(=O)COC(=O)CCc1c[nH]c2ccccc12)C1CCS(=O)(=O)C1 (stereo unspecified)	6.3	6.2	-0.1	4.8	2.1	4.2	0.0	1.5	-3.2
CCOC(=O)c1cnc2c(C#N)cnn2c1N	7.0	6.4	0.0	10.6	-0.5	2.4	0.0	2.5	0.1
COc1ccc(S(=O)(=O)NCC2CCC(C(=O)NCCC(C)C)CC2)cc1 (stereo unspecified)	23.6	3.8	0.1	-15.3	0.7	-7.7	1.0	0.4	-4.7
Cc1cccc(N(C)S(=O)(=O)c2ccc(-c3cc(C)no3)s2)c1	0.2	3.4	0.1	21.0	1.3	0.7	0.0	1.4	-9.2
N#Cc1cc2c(nc1SC1CC(=O)N(c3ccccc3)C1=O)CCC2 (stereo unspecified)	4.3	5.0	0.0	7.7	.	4.2	0.0	3.5	-4.2
CCC(=O)C1=C(O)C(c2cccc(Oc3ccccc3)c2)CCC1=O (stereo unspecified)	5.7	6.4	0.0	0.2	1.3	1.2	2.0	0.2	5.1
COCCNC(=S)NNC(=O)CSCc1ccc(Cl)cc1Cl	4.2	5.5	-0.1	0.0	1.9	-5.5	0.0	0.0	-7.4
CCOc1ccc(/C=N/NC(=O)c2cc(-c3cccn3C)n[nH]2)cc1	-4.4	-7.5	0.1	2.4	-1.5	10.9	3.0	3.0	3.0
COc1ccccc1Oc1ccc(S(=O)(=O)NCc2ccccn2)cc1	-7.4	-1.9	0.2	6.3	0.6	2.3	0.0	-1.1	4.7
Cc1ccc(C)c(NC(=O)CCN2CCc3ccccc3C2)c1	5.3	5.7	0.1	2.3	-0.5	6.7	1.0	0.9	-0.1
CCOC(=O)CSc1nc(C2CC2)cc(-c2ccc(F)cc2)c1C#N	5.7	0.9	0.0	12.5	-4.2	1.5	0.0	-4.8	-5.1
CCOc1cc(C2Nc3ccccc3C(=O)N2c2ccccc2)ccc1O (stereo unspecified)	2.0	5.2	0.0	-6.2	0.9	-3.8	0.0	-2.1	-1.1
Cc1ccc(SCCC(=O)NC(C)(C)C)cc1	6.9	0.3	0.0	0.8	-1.1	-5.2	5.0	1.2	-3.1
Cc1cc(C)cc(NC(=O)N2CCC(c3nc4ccccc4o3)CC2)c1	-3.9	-6.8	-0.1	7.2	-0.5	0.2	2.0	1.3	-0.6
COc1ccc(Nc2nnc(SCc3cc([N+](=O)[O-])cc4c3OCOC4)s2)cc1	1.7	-3.6	-0.5	6.3	0.4	-1.6	2.0	2.0	6.0

# Next results.
Structure	MCL1-BIM inh	BCLXL inh	Efflux pump inh	VLA-4 inh	MEX-5 binding	PME-1 primary	GRK2 aptamer HTS	Fam108B counter	GLD-1 TGE inh
O=C(NCCN1CCOCC1)c1cccc(S(=O)(=O)Nc2ccc(F)cc2)c1	0.7	3.5	0.1	3.2	.	0.9	6.0	.	-0.5
O=C(NCC(c1cccs1)N1CCOCC1)c1cc([N+](=O)[O-])ccc1Cl (stereo unspecified)	-0.6	4.6	0.2	13.1	-0.1	3.2	8.0	3.5	4.0
CCOc1ccc(C(=O)N(Cc2ccc(OC)cc2)Cc2cc3cc(OC)ccc3[nH]c2=O)cc1	4.3	0.2	0.4	-4.0	-0.3	2.4	0.0	1.6	6.9
COc1cc(C(=O)Nc2ccc(C(N)=O)cc2)c([N+](=O)[O-])cc1OC	8.9	6.9	0.1	6.8	0.1	-3.2	0.0	-2.4	5.8

# Full records as entered above. Screens in order: MCL1-BIM inh	BCLXL inh	Efflux pump inh	VLA-4 inh	MEX-5 binding	PME-1 primary	GRK2 aptamer HTS	Fam108B counter	GLD-1 TGE inh
# Listed for `CCCCn1c(SCC(=O)OCC)nnc1-c1ccoc1C` : 2.4	1.2	0.5	-0.4	-1.2	5.3	0.0	2.4	-2.6
# Listed for `C=CCN1CCN(C(CCC)c2nnnn2Cc2ccco2)CC1` (stereo unspecified) : -0.6	5.3	0.2	13.9	-1.9	-2.4	0.0	-2.0	0.1

# Compound activity deposited in PubChem by several laboratories.
